Screening data (PubChem BioAssay)
DAX1 inh-1: inhibitors of human orphan nuclear receptor DAX1 (NR0B1) | 340,000 compounds, 0.99% hits | AID 504766 | inhibition, % at 6.75 µM | P51843 | HEK293 Gal4-DAX1 luciferase reporter, luminescence;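 active = inhibition above the mean over all tested compounds plus 3 SD, cut at about 4.2% in these data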;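 also: 0% = DAX1-transfected cells with DMSO and 100% = empty-vector control cells with DMSO; inhibition shows as a rise in luminescence from relieved DAX1 repression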
Target sequence (P51843 207-470 limits assumed): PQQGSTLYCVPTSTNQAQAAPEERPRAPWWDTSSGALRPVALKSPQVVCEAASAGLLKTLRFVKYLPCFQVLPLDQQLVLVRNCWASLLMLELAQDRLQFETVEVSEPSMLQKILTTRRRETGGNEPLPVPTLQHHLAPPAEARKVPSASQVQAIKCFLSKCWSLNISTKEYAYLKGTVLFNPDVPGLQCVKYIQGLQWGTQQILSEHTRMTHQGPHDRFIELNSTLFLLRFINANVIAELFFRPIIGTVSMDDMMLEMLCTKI
ssDAF-12 act: S. stercoralis DAF-12 activation, primary screen. 370,000 compounds, 1% hits. HEK293 ssDAF-12/GRIP1 lit1-tk-luc reporter, luminescence; % of 3 µM dafachronic acid response. activation, % at 6.8 µM. AID 652126;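 active = activation above the mean over all tested compounds plus 3 SD, cut at about 0.9% in these data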;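 also: 0% = DMSO-only wells and 100% = 3 µM delta7-dafachronic acid wells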
HGIII-sPLA2 inh: Blocks human group III sPLA2 activity | AID 743126 | QFRET BODIPY PC-A2 liposome hydrolysis, fluorescence | 370,000 compounds, 0.56% hits | inhibition, % at 12.2 µM;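 active = inhibition above mean plus 3 SD of compounds lying within the high and low control bounds, cut at about 19% in these data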;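 also: 0% = median of test compound wells and 100% = no enzyme DMSO wells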
Target sequence (Q9NZ20 whole entry, looked up): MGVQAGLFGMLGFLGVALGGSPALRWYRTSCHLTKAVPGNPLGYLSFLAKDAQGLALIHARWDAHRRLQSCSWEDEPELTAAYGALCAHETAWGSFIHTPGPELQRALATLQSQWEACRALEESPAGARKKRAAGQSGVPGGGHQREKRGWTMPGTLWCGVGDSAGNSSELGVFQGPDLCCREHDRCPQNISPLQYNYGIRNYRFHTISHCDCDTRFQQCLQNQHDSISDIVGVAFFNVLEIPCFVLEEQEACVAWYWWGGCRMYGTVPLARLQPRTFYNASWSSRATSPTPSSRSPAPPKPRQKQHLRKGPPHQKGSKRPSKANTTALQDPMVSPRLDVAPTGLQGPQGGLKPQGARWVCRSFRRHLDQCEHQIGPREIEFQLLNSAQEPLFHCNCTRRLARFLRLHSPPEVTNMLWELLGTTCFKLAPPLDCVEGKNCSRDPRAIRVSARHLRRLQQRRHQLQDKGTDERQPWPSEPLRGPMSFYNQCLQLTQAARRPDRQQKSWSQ
proKLK7 act: activates the human kallikrein-7 zymogen; P49862; purified proKLK7, EDANS-DABCYL substrate fluorescence; 100% is mature enzyme control, 0% vehicle; activation, % at 7 µM; 370,000 compounds, 0.9% hits; AID 652039;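 active = activation above the mean of all tested compounds plus 3 SD, computed per campaign excluding outliers beyond control limits, cut at about 13% in these data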
Target sequence (P49862 whole entry, looked up): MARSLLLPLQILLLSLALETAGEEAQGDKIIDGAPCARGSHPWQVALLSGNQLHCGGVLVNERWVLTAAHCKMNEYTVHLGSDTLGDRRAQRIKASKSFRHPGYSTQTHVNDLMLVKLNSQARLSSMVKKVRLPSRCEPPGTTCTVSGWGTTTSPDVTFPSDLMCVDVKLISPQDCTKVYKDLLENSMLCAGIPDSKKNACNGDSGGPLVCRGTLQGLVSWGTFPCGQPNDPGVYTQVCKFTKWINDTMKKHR
NPR1 activator: GC-A (human) enzyme activation | P16066 | 370,000 compounds, 0.14% hits | activation, % at 10 µM | HEK293 GC-A cells, cGMP TR-FRET, EC30 ANP; 0% at EC30 ANP, 100% saturating ANP; in the data active = activation above about 40%
hcDAF12 agonist: activators of H. contortus DAF-12 nuclear receptor. activation, % at 6.8 µM. HEK293 hcDAF-12 lit1-tk-luc reporter, luminescence; 0% DMSO, 100% Δ7-dafachronic acid. AID 652067. 370,000 compounds, 1.4% hits;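 active = activation above the mean of all tested compounds plus 3 SD, cut at about 5.5% in these data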;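 also: 100% = response to 3 µM Δ7-dafachronic acid high control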
GC-B act: GC-B (human) receptor activation | P20594 | HEK293-GC-B cells, CNP EC30, cGMP TR-FRET; 0% at EC30 CNP, 100% saturating CNP | activation, % at 10 µM | 370,000 compounds, 0.11% hits | AID 1920062;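 active = activation at 10 µM reaching about 35% in either raw or pattern-adjusted values, limit read from the data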
DAX1 inh-2: inhibitors of DAX1 repression of SF-1 activated StAR promoter; HEK293T StAR-luciferase reporter, SF-1/DAX-1 repression relief; AID 652010; 370,000 compounds, 1.1% hits; inhibition, % at 6.8 µM;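 active = inhibition above the mean over all tested compounds plus 3 SD, cut at about 3.6% in these data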;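 also: 0% = DAX-1 cells with DMSO and 100% = cells lacking DAX-1 with DMSO; higher inhibition means more luminescence from relief of DAX-1 repression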
hgDAF12 agonist: hgDAF-12 agonism, primary luciferase screen; AID 687014; HEK293 GAL4-hgDAF12 UAS-luciferase reporter, agonist luminescence; normalized to butyrate control; 370,000 compounds, 1.8% hits; activation, % at 6.8 µM;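 active = activation above a cutoff set at the mean of all screened compounds plus 3 SD, cut at about 10% in these data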;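 also: 0% = DMSO wells and 100% = sodium butyrate wells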
SMARCA2 activ: SMARCA2 function activation, primary screen. MG213 cells, MMTV-luciferase reporter, dexamethasone, overnight. activation, % at 9.1 µM. 370,000 compounds, 1% hits; in the data active = activation above about 7.8%;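 also: 0% = vehicle wells and 100% = reference activator wells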
GAA850 FXN act: frataxin GAA850 promoter activation | HEK293 lucGAA850 FXN promoter luciferase reporter, 24 h; percent of 10 µM SAHA response | 360,000 compounds, 0.56% hits | activation, % at 6 µM | AID 540364;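 active = activation above the average of all compounds screened plus 3 SD, cutoff fixed separately per campaign, cut at about 7.5% in these data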;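 also: 0% = DMSO wells and 100% = 10 µM SAHA wells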
The depositor's hits bear a star; . = not tested or not shown.

SMILES | DAX1 inh-1 | ssDAF-12 act | HGIII-sPLA2 inh | proKLK7 act | NPR1 activator | hcDAF12 agonist | GC-B act | DAX1 inh-2 | hgDAF12 agonist | SMARCA2 activ | GAA850 FXN act
COc1ccc(S(=O)(=O)N(CC(=O)O)c2ccccn2)cc1 | -1.5 | -0.2 | 2 | -0.4 | 1 | -1.4 | -1 | -0.6 | -2.5 | -4 | -0.8
O=C(NCc1ccccn1)c1ccc(OC2CCN(Cc3ccccc3)CC2)cc1 | 0.1 | -1.3 | -18 | 0.7 | 0 | 0.4 | 3 | -0.9 | -1.0 | -2 | 0.2
COc1ccc(CCN(Cc2nc(-c3ccccc3)no2)Cc2nc(-c3ccccc3)no2)cc1OC | 0.1 | -0.6 | -3 | 0.4 | 0 | 0.4 | 3 | -0.4 | 4.1 | -3 | 2.6
CC(NC(=O)CCC(=O)NC(C)c1ccccc1)c1ccccc1 (stereo unspecified) | 0.8 | -1.8 | -3 | -0.4 | 1 | -1.7 | 2 | 0.9 | 0.1 | 1 | 2.0
O=[N+]([O-])c1cccc(-c2nc(-c3ccccc3)c(-c3cccs3)[nH]2)c1 | -0.7 | -1.1 | 4 | 0.0 | 5 | -0.7 | -21 | -1.8 | -1.6 | -3 | -2.7
COc1ccc(NC(=O)CSc2nnc(-c3cccs3)o2)cc1Cl | . | -1.9 | -4 | -3.6 | -2 | -2.5 | -2 | -2.3 | 1.4 | -3 | .
COc1ccc(Cl)cc1NC(=O)C/C(C)=N/NC(=O)C(=O)NCc1ccccc1 | -0.7 | -0.3 | -21 | -0.4 | -3 | 0.7 | 7 | -0.5 | -2.4 | 4 | 1.1
Cc1nc(NCCc2ccccc2)c2nnn(Cc3ccccc3)c2n1 | -0.4 | -1.1 | -2 | 0.5 | -5 | -0.8 | -5 | -0.1 | -1.7 | -1 | 2.8
O=C(CC12CC3CC(CC(C3)C1)C2)N/N=C/c1ccc([N+](=O)[O-])o1 | -1.6 | -2.0 | 0 | 0.2 | 6 | -4.7 | 8 | -2.5 | -7.9 | -5 | 1.9
Cc1ccc(OCC(=O)N(C)CC(=O)Nc2ccc(F)c(F)c2F)cc1 | -1.6 | -1.0 | 8 | 0.0 | 6 | -0.2 | 0 | 2.5 | 0.6 | -2 | 1.5
COc1ccc(/C=N\NC(=O)c2ccccc2Cl)cc1COc1c(F)c(F)c(F)c(F)c1F | 0.7 | -1.1 | -3 | -0.4 | 4 | -0.2 | 2 | -0.8 | 0.6 | 0 | 2.8
COC(=O)[C@@]1(Cc2ccc(OC)cc2)[C@H]2c3cc(C(=O)N4CCCC4)n(Cc4cc(C)n(C)n4)c3C[C@H]2CN1C(=O)c1ccccc1 | . | -1.4 | 4 | 0.0 | 3 | 1.3 | 1 | -0.3 | -1.7 | -3 | .
COc1cccc(NC(=S)N2CCC(c3ccc(C)cc3)C2)c1 (stereo unspecified) | 0.1 | -0.5 | 5 | 0.5 | 2 | 0.1 | -13 | 0.8 | 1.9 | -3 | 5.9
CCOC(=O)C1=C(c2ccccc2)Nc2ncnn2C1c1ccccn1 (stereo unspecified) | 0.1 | -1.1 | 0 | 0.3 | -4 | -1.4 | 1 | -0.5 | -0.8 | -5 | 0.7
CN(Cc1ccc(Cl)cc1Cl)C(=O)C1CC(=O)N(Cc2ccco2)C1 (stereo unspecified) | -1.3 | -0.9 | -6 | 0.9 | 2 | 0.0 | -2 | -2.7 | 0.5 | -2 | -1.4

Profiles from above. Order of screens: DAX1 inh-1	ssDAF-12 act	HGIII-sPLA2 inh	proKLK7 act	NPR1 activator	hcDAF12 agonist	GC-B act	DAX1 inh-2	hgDAF12 agonist	SMARCA2 activ	GAA850 FXN act
`COc1cccc(NC(=S)N2CCC(c3ccc(C)cc3)C2)c1` (stereo unspecified) as listed: 0.1	-0.5	5	0.5	2	0.1	-13	0.8	1.9	-3	5.9
`COc1ccc(/C=N\NC(=O)c2ccccc2Cl)cc1COc1c(F)c(F)c(F)c(F)c1F` as listed: 0.7	-1.1	-3	-0.4	4	-0.2	2	-0.8	0.6	0	2.8
`COc1ccc(CCN(Cc2nc(-c3ccccc3)no2)Cc2nc(-c3ccccc3)no2)cc1OC` as listed: 0.1	-0.6	-3	0.4	0	0.4	3	-0.4	4.1	-3	2.6
`O=[N+]([O-])c1cccc(-c2nc(-c3ccccc3)c(-c3cccs3)[nH]2)c1` as listed: -0.7	-1.1	4	0.0	5	-0.7	-21	-1.8	-1.6	-3	-2.7

Returning to the listing, repeating the 2 entries before the break.
SMILES | DAX1 inh-1 | ssDAF-12 act | HGIII-sPLA2 inh | proKLK7 act | NPR1 activator | hcDAF12 agonist | GC-B act | DAX1 inh-2 | hgDAF12 agonist | SMARCA2 activ | GAA850 FXN act
CCOC(=O)C1=C(c2ccccc2)Nc2ncnn2C1c1ccccn1 (stereo unspecified) | 0.1 | -1.1 | 0 | 0.3 | -4 | -1.4 | 1 | -0.5 | -0.8 | -5 | 0.7
CN(Cc1ccc(Cl)cc1Cl)C(=O)C1CC(=O)N(Cc2ccco2)C1 (stereo unspecified) | -1.3 | -0.9 | -6 | 0.9 | 2 | 0.0 | -2 | -2.7 | 0.5 | -2 | -1.4
O=C(c1cc(=O)c2ccccc2o1)N1CCN(c2ccccc2F)CC1 | 1.1 | -1.1 | 2 | 0.1 | -2 | -2.2 | -4 | 0.3 | 1.6 | -1 | 0.5
CC(C)Sc1nc2sc(-c3ccccc3)cc2c(=O)n1N | 0.6 | -1.0 | 7 | 0.5 | -1 | -1.3 | -3 | 0.0 | 0.6 | 0 | 0.7
COc1ccc(/C=C/C(=O)Oc2ccc(C=O)cc2OC)cc1 | 0.9 | -1.0 | 6 | 0.4 | 3 | 0.0 | -1 | 0.1 | 1.3 | -4 | 0.9
CCn1c(SC(C)C(=O)Nc2nnc(C)s2)nnc1-c1ccco1 (stereo unspecified) | -0.4 | -0.4 | 7 | -0.5 | 0 | -1.2 | 0 | -0.3 | -1.4 | 2 | -0.6
O=C1CSC(c2c(F)cccc2Cl)N1c1cccc(F)c1 (stereo unspecified) | -0.7 | -1.0 | 6 | 0.0 | 1 | 0.1 | 3 | -1.0 | 0.0 | -3 | 0.7
Cc1ccc(COC(=O)c2ccc3c(c2)C(=O)N(CCCN2CCOCC2)C3=O)cc1 | 1.2 | -1.0 | 2 | 0.4 | 6 | -1.0 | -4 | 0.2 | -1.8 | -2 | 2.4
COc1cc2[nH]c(=S)nc(NCCCOC(C)C)c2cc1OC | -0.4 | -1.2 | 13 | 0.0 | 3 | -0.5 | -7 | -0.1 | 1.0 | 1 | -2.6
Cc1nc(C)c(C(=O)OCC(=O)Nc2cccc(C)c2C)s1 | -0.7 | -1.3 | -2 | -0.3 | 4 | -1.3 | 1 | 0.6 | 0.4 | -4 | 1.3
NC(=O)c1cc(S(=O)(=O)Nc2cccc(Cl)c2)cs1 | 2.0 | -1.0 | -12 | -0.4 | -1 | 0.2 | 7 | -0.4 | -0.7 | -1 | -1.0
CCOc1cc(/C=N\O)cc(Cl)c1OCC | 0.4 | -0.8 | -5 | 0.3 | -2 | -1.5 | -6 | -0.1 | 1.0 | -6 | -0.5
CCOC(=O)NC(=O)/C(C#N)=N\Nc1cccc(Cl)c1 | 0.5 | -2.1 | 5 | 0.0 | 10 | -0.5 | 5 | 0.8 | -1.2 | 3 | -0.1
CCCc1cc(=O)[nH]c2nnc(SCC(=O)Nc3cc(C)on3)n12 | -0.8 | -1.0 | -1 | -0.4 | 2 | -0.2 | 4 | 1.4 | -1.1 | 2 | 0.2
CCOC(=O)CN1C(=O)COc2ccc(Cl)cc21 | 0.2 | -1.3 | 1 | -0.6 | -2 | -0.7 | 9 | -0.2 | -1.4 | -2 | 1.7
CCN(CC(=O)Nc1c(F)cccc1F)C(=O)c1ccc2c(=O)n3c(nc2c1)CCC3 | 1.2 | -0.8 | 1 | 0.5 | 3 | 0.3 | -2 | 0.0 | 16* | 1 | 3.4
COc1cccc(-c2csc(N3CCN(S(=O)(=O)c4ccc(F)cc4)CC3)n2)c1 | 0.6 | -1.3 | -8 | -0.7 | 1 | 0.6 | 10 | -1.7 | 1.3 | -2 | -0.2
c1cn2cc(-c3ccc(CN4CCOCC4)cc3)ccc2n1 | . | -1.7 | 1 | -0.4 | 1 | 0.2 | 1 | 1.3 | 1.0 | -2 | 2.5
CCSC(=S)Nc1c(C)n(C)n(-c2ccccc2)c1=O | 0.7 | -1.3 | 5 | 0.3 | 1 | -0.8 | -7 | -0.3 | -2.1 | 4 | 1.1
COC(=O)c1cccc(Cn2ccc3ccc(-c4ccc5ccn(C(=O)C6CCCCC6)c5c4)cc32)c1 | . | -1.1 | -4 | -4.2 | -5 | 2.5 | -12 | 0.4 | 3.0 | -1 | .
CCOC(=O)C1=C(C)N=c2sc(=Cc3cc(Cl)c(OCC(=O)O)c(Cl)c3)c(=O)n2C1c1cccc(OC)c1 (stereo unspecified) | . | -1.2 | -26 | -0.4 | -14 | -0.5 | 0 | 1.4 | 3.6 | -4 | 0.0
COCc1cc(C)nc2sc(C(=O)N3CCN(c4ccccc4)CC3)c(N)c12 | -1.2 | -1.4 | 1 | 1.1 | 0 | -2.2 | 0 | 0.5 | -1.4 | -1 | 2.4
O=C1C(NS(=O)(=O)c2cccs2)=C(N2CCN(c3ccccc3)CC2)C(=O)c2ccccc21 | -0.5 | -0.5 | 3 | 0.1 | 3 | -1.7 | -15 | -0.3 | -0.1 | 3 | -0.7
N#Cc1ccc(Oc2cnccn2)cc1 | 2.1 | -1.1 | 0 | 0.2 | 0 | 0.0 | -3 | 0.0 | 0.4 | -2 | 1.0
CCc1nnc(NC(=O)CSc2nnc(CNC(=O)c3ccccc3)o2)s1 | 0.0 | 0.2 | 2 | 0.0 | 4 | -1.3 | -3 | 0.6 | -1.1 | -4 | -0.1
CCOC(=O)c1nn(-c2cccc(Cl)c2)c2nc(CC(C)C)c(C#N)c(=O)n12 | 0.6 | -1.0 | -5 | 0.2 | 3 | -2.2 | -2 | -0.5 | 0.1 | -4 | -1.1
CCCCN(C(=O)COC(=O)c1nc2nccc(C)n2n1)C1CCS(=O)(=O)C1 (stereo unspecified) | 0.3 | -1.1 | 6 | -0.1 | -1 | 0.2 | -7 | 1.3 | 2.4 | -1 | -0.4
Cc1occc(=O)c1OCc1ccccc1 | 0.5 | -1.7 | 2 | -0.1 | -4 | -2.3 | 1 | 0.1 | -1.7 | -3 | -1.0
Nc1nn(S(=O)(=O)c2cccc3nsnc23)cc1-c1ccc(Br)cc1 | -1.8 | -1.4 | -16 | 0.2 | -31 | -2.2 | -12 | -1.3 | 0.6 | 0 | 1.8
CCCCN(Cc1ccco1)S(=O)(=O)c1ccc(-c2ccc(=O)[nH]n2)s1 | -0.3 | -0.5 | -17 | -0.3 | -14 | -0.7 | -10 | 0.0 | 0.1 | 3 | 4.4
COc1ccc(C2=Cc3ccccc3C(CC(=O)C3CC3)N2c2ccc(-c3cc(OC)c(OC)c(OC)c3)cc2)cc1 (stereo unspecified) | . | -1.7 | 2 | 2.9 | 2 | -2.4 | 3 | -5.1 | -1.4 | 2 | .

An unsorted share of the library; any-hit rate near 6.7%.
